High-throughput results deposited in PubChem by National Center for Advancing Translational Sciences (NCATS).
D2 agonist: activates the human D2 dopamine receptor. P14416. HEK293 T-REx D2 cells, calcium flux agonist mode. activation, % at 2 µM. 340,000 tested, 0.53% active. AID 485358;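 active = activation over 3 SD above normal in the single-dose calcium agonist read, cut at about 30% in these data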; also: 0% is about no effect
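Agonism scored from kinetic calcium signal (1 read/sec, 180 s) following compound pin transfer, after a 10 s baseline. Cells: HEK293 Trex line expressing inducible D2 receptor coupled to calcium, dye-loaded after overnight culture at 30 C.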
IDH1 R132H inh: blocks human mutant IDH1 R132H enzyme. IDH1-R132H enzyme, NADPH consumption, diaphorase/resazurin fluorescence. Potency, µM (top dose mostly 76.6 µM), for inactives: at the highest dose activity change, negative = inhibition, actives largely listed as inhibitors. AID 602179. 390,000 tested, 0.093% active; also: potency is read from the fitted curve at half-maximal effect; % is scaled to controls: 0 for no effect and ±100 for the full control effect; nearly all actives have a fitted effect of over 65% in size
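IDH1-R132H (0.5 ug/mL dispensed) in pH 7.5 Tris buffer was preincubated 30 min with compound, then given a substrate mix of 0.016 mM NADPH and 2 mM alpha-KG for 80 min at room temperature; remaining NADPH was read by diaphorase/resazurin fluorescence.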
USP1 inh: blocks the human USP1/UAF1 deubiquitinase complex | O94782 | Potency, µM (series often up to 57.1 µM), inactives show at the highest dose activity change, negative = inhibition, usual class: inhibitors | 390,000 tested, 0.23% active | recombinant USP1/UAF1, Ub-Rhodamine cleavage fluorescence; also: potency is read from the fitted curve at half-maximal effect; % is scaled to controls: 0 for no effect and ±100 for the full control effect; nearly all actives have a fitted effect of over 60% in size; inactives centre near -12
Target sequence (O94782 whole entry, looked up): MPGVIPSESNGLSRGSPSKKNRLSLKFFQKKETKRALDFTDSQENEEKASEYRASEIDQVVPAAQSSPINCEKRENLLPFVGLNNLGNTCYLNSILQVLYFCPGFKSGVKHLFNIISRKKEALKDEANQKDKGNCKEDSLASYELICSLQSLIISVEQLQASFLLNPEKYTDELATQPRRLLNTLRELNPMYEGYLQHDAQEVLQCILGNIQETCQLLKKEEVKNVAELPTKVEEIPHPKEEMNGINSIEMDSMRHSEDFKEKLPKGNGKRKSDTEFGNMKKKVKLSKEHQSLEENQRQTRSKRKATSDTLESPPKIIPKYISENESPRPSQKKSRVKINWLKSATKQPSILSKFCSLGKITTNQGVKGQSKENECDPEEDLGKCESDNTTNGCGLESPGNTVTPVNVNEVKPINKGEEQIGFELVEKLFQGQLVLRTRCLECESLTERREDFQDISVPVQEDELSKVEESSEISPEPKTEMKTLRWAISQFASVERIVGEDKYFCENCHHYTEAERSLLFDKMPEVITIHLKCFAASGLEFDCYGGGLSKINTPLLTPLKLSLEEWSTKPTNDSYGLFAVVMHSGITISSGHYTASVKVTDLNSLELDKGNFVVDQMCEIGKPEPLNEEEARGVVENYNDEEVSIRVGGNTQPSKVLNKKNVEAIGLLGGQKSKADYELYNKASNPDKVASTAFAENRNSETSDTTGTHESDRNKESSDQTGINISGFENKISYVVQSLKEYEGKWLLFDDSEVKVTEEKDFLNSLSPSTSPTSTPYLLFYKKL
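In this screen, compounds sit with the deubiquitinase complex (1nM) for 15 min at room temperature before Ub-Rho is added at 150nM final. Fluorescence rise is then followed for 6 reads every 60 seconds.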
TRHR ag: TRH receptor (human) agonism. 360,000 tested, 0.18% active. AID 493084. activation, % at 2 µM. TRHR cells, calcium flux fluo-8, FDSS agonist mode. P34981; in the data active = activation above about 30%; also: 0% is about no effect
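Steps: seed TRHR cells overnight; add fluo-8 no-wash Ca dye, RT 30 min–1.5 h; record 10 s baseline; pin-transfer compounds; monitor fluorescence 1 cycle/s for the agonist window. Calcium increases flag candidate agonists.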
rTrxR1 inhibitor: rat TrxR1 inhibition; recombinant rTrxR1, NADPH fluorescence consumption, selenite substrate; Potency, µM (highest dose often 114 µM), for the others: at the top dose activity change, negative = inhibition, most hits filed as inhibitors; AID 588453; 390,000 tested, 1% active; also: potency is read from the fitted curve at half-maximal effect; % is scaled to controls: 0 for no effect and ±100 for the full control effect; nearly all actives have a fitted effect of over 65% in size
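Rat TrxR1 (90 nM in the dispensed reagent) was pre-reduced with 400 uM NADPH for 5 min at room temperature, then incubated with compound for 15 min. After 400 uM selenite was added, NADPH fluorescence (Ex 340/Em 450 nm) was followed for 8 min.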
TRHR enhancer: allosteric enhancers of human TRH receptor | 360,000 tested, 0.66% active | P34981 | TRHR cells, fluo-8 calcium fluorescence, EC20 TRH enhancement | enhancement, % at 2 µM; in the data active = enhancement above about 30%; also: 0% is about no effect
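Enhancer read-out: after compound pinning and an initial kinetic agonist-mode read, an EC20 of TRH (10 nM final) was injected and fluo-8 calcium signal (Ex 480/Em 530) followed at 1 s/cycle for 100 cycles in TRHR-expressing cells.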
TrxR1 substrate: is turned over as a substrate by rat TrxR1 | 390,000 tested, 0.01% active | Potency, µM (doses to about 114 µM), without a hit: at the highest dose activity change, negative = substrate turnover | purified TrxR1 substrate turnover, NADPH consumption readout | O89049; also: potency is read from the fitted curve at half-maximal effect; % is scaled to controls: 0 for no effect and ±100 for the full control effect; nearly all actives have a fitted effect of over 50% in size
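Rat TrxR1, dispensed at 90 nM, was prereduced with 400 uM NADPH (final) for 5 min at ~22 deg C, then incubated with compound 15 min before 400 uM selenite. A first-read NADPH fluorescence drop versus no-compound background flagged substrates.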
PI4K2A block: blocks human PI4K2A kinase activity | 420,000 tested, 0.13% active | Q9BTU6 | activity change, negative = inhibition, % at 76.9 µM | purified PI4K2A, ADP-Glo luminescence, 1 h; active compounds read low; in the data active = activity change below about -50%; inconclusive = mostly about -30% to -49%;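 also: -100% = wells without enzyme as full effect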
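PI4K2A activity was measured by ADP-Glo luminescence: enzyme (4 ug/mL stock) and phosphatidylinositol (1.2 mM stock) in Tris pH 7.5/MgCl2/EGTA/Triton X-100 buffer were reacted with ATP (300 microM stock) for one hour at ambient temperature.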
D2 antag: antagonizes the human D2 dopamine receptor; inhibition, % at 10 µM; 340,000 tested, 2% active; P14416; HEK293 TREx D2 cells, calcium flux, dopamine EC80; in the data active = inhibition above about 30%; also: 0% is about no effect
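Cells plated overnight at 30 C with tetracycline; no-wash calcium dye, 30–90 min RT; 10 s baseline; compound pinned; 180 s read; EC80 dopamine added; another 180 s read.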
* = called active by the depositor; ? = inconclusive; · = not tested or not shown; & = joins results of further samples; [ ] = another dose, or the depositor's remark. Unless noted, calls follow the shape of the dose curve; as a rule, active = well fitted inhibition curve with a large enough effect; inconclusive = small, poorly fitted or top-dose-only effect; inactive = no such curve, though single readings can be large or run the other way. Rows are unselected. About 3.9% of those tested had a hit in this group.

| SMILES | D2 agonist | IDH1 R132H inh | USP1 inh | TRHR ag | rTrxR1 inhibitor | TRHR enhancer | TrxR1 substrate | PI4K2A block | D2 antag |
| --- | --- | --- | --- | --- | --- | --- | --- | --- | --- |
| Nc1ccc(Sc2cnn(-c3ccccc3)c(=O)c2Cl)cc1 | 1.0 | 9% | -28% | -2.2 | -5% | 36* | -13% | -4 | -33 |
| COc1ccc(/C=C/C(=O)Nc2ccc3nc4n(c(=O)c3c2)CCCC4)cc1 | -1.3 | -5% | -15% | -0.3 | 6% | 0 | 28% | 1 | 6 |
| COc1cccc(C2(C)NC(=O)N(CC(=O)Nc3ccc(N4CCOCC4)cc3)C2=O)c1 (stereo not given) | · | 7% | -14% | · | 6% | · | -2%[11.4 µM] | 5 | · |
| CN(C(=O)c1c[nH]c2ccc(S(=O)(=O)Nc3cccc(C(F)(F)F)c3)cc2c1=O)C1CCCCC1 | -1.0 | -16% | 13% | 0.1 | 7%[57.1 µM] | 7 | 2%[57.1 µM] | 1 | · |
| CCCCCCC[C@@H](C/C=C/CCC(=O)N(C)C/C(=C/Cl)C/C(=C\C(=O)N1C[C@H](O)CC1=O)OC)OC | · | 9% | ? | · | -14% | · | -19% | -2 | · |
| CC1CN(C(=O)c2ccc(NS(=O)(=O)c3ccc(F)cc3)cc2)CC(C)O1 (stereo not given) | 1.1 | 2% | -17% | 0.6 | 29% | -3 | 2% | -1 | 4 |
| CC(=O)Nc1ccc(C(=O)NCC2(N3CCCCC3)CCCCC2)cc1 | 0.1 | 5% | -18% | 0.7 | 4% | -4 | 3% | 4 | 2 |
| CCOc1ccccc1NS(=O)(=O)c1ccc2c(c1)CC(C)N2C(=O)C1CCC1 (stereo not given) | -0.7 | 5% | -22% | 0.1 | 22% | 0 | 0% | -7 | · |
| O=C(CSc1nnnn1C1CC2CCC1C2)Nc1ccnc2ccccc12 (stereo not given) | 0.1 | 4% | -26% | 0.1 | 12%[57.1 µM] | 14 | 8%[57.1 µM] | -9 | -27 |
| CCCCn1c(N)c(N(CC(C)C)C(=O)CSc2ccccc2C)c(=O)[nH]c1=O | 0.1 | -1% | -15% | 0.2 | 14% | -3 | 3% | -4 | -5 |
| COc1ccc([C@H](C)NC[C@H](O)c2ccc(O)c(NC=O)c2)cc1 | 33* | -12% | -23% | 0.5 | 8% | 5 | 3% | -5 | 4 |
| CC(C)(C)OC(=O)NC(CO)c1cn([C@@H](Cc2cc3ccccc3[nH]2)C(=O)N2CCN(C(=O)OC(C)(C)C)CC2)nn1 (stereo not given in full) | 0.1 | -2% | -25% | -0.1 | -14% | -5 | -6% | -7 | -2 |
| CCOC(=O)C1=C(C)N(C[C@@H]2CC[C@@H](Cc3ccc(-c4ccccc4)cc3)O2)C(=O)NC1C1CC1 (stereo not given in full) | · | -8% | -20% | · | 45%[activator] | · | 24% | 3 | · |
| NC(=O)COC(=O)c1ccc2noc(-c3ccccc3)c2c1 | 0.7 | 0% | -26% | -0.7 | -17% | 10 | 2% | -8 | 2 |
| N#Cc1ccccc1NC(=O)COC(=O)c1ccc2c(c1)OCCO2 | -0.7 | 7% | -2% | 0.3 | 1%[57.1 µM] | 6 | 7%[57.1 µM] | 7 | 6 |

(continued)
| SMILES | D2 agonist | IDH1 R132H inh | USP1 inh | TRHR ag | rTrxR1 inhibitor | TRHR enhancer | TrxR1 substrate | PI4K2A block | D2 antag |
| --- | --- | --- | --- | --- | --- | --- | --- | --- | --- |
| CCC(c1nnc(SC(C)C(=O)NC2CC2)n1-c1ccc(OC)cc1)N(C)C (stereo not given) | 0.0 | 2% | -10% | 0.5 | 0% | 17 | -5% | 1 | -26 |
| O=C(O)c1cccc2c1-c1ccc([N+](=O)[O-])cc1C2=O | · | 0% | -10% | · | -6%[11.4 µM] | · | 4%[57.1 µM] | -1 | · |
| Cc1[nH]nc(SCC(=O)NCCc2ccccc2)c1[N+](=O)[O-] | 2.5 | 4% | -19% | -0.6 | 4% | 2 | 3% | 3 | -11 |
| CCOc1cc(C(=O)Nc2c3c(nn2C(C)(C)C)CS(=O)C3)cc(OCC)c1OCC (stereo not given) | 2.5 | 0% | 5% | 0.4 | 2% | -4 | 1% | 0 | -6 |
| COc1ccc(/C=C/C(=O)NCc2nc3ccccc3[nH]2)cc1OC | -0.4 | -6% | -11% | -0.1 | 6%[57.1 µM] | 1 | 23% | -5 | 3 |
| Cc1ccc(S(=O)(=O)N2CCc3cc(C(=O)NCCc4ccccc4)ccc32)cc1 | 0.4 | 13% | -14% | 1.6 | 15% | 1 | -7% | 0 | · |
| CCc1ccc(-n2c(=O)c3cccnc3n2CC(=O)Nc2ccccc2C(F)(F)F)cc1 | 1.2 | -1% | -28% | 0.8 | 25%[57.1 µM] | -1 | 39%[activator][57.1 µM] | -3 | · |
| CCN1CCN(CC(=O)Nc2nc3ccc(C)cc3s2)CC1 | 0.2 | -2% | -7% | 0.7 | 22% | -3 | -2% | 1 | 4 |
| O=c1[nH]cnc2c1nc(SCc1ccccc1)n2C1OC(CO)C(O)C1O (stereo not given) | 0.3 | 3% | -11% | 0.9 | 6% | 1 | 4% | -4 | 11 |
| CCOC(=O)c1cnc2c(C)cc(C)cc2c1NCCc1ccc(OC)c(OC)c1 | 1.8 | -6% | -21% | 1.2 | 4% | 0 | 2% | 0 | · |
| Cc1ccc(NC(=O)c2ncn(CCCNCCCN(C)C)n2)cc1C | · | 10% | -25% | · | 0% | · | 5% | 0 | · |
| O=C(Nc1cnccn1)c1ccc(Cl)cc1 | 0.9 | 7% | -9% | 1.0 | -2%[2.29 µM] | -9 | 2%[2.29 µM] | 2 | 6 |
| O=C(CC(C(=O)O)c1cccc(Cl)c1Cl)c1ccccc1 (stereo not given) | 0.6 | 7% | -4% | 1.2 | 7%[57.1 µM] | -1 | 7%[57.1 µM] | -5 | 12 |
| Cc1ccc(-c2nc(CS(=O)CC(=O)NCCCc3ccccc3)c(C)o2)cc1 (stereo not given) | -0.2 | 18% | -24% | -0.8 | ? | 10 | 1% | 6 | -13 |
| O=C(CSc1nnnn1-c1ccccc1)NC(=O)Cc1ccccc1 | -0.9 | 2% | -13% | 0.3 | 15% | -2 | 3% | 3 | 19 |

(more compounds)
Values run as follows: D2 agonist, IDH1 R132H inh, USP1 inh, TRHR ag, rTrxR1 inhibitor, TRHR enhancer, TrxR1 substrate, PI4K2A block, D2 antag
COc1ccc(-c2cnc(SCC(=O)Nc3ccc4c(c3)OCO4)n2Cc2ccco2)cc1
  -1.3, 0%, -8%, -2.4, 12%[11.4 µM], 7, 8%[11.4 µM], -6, 1
O=C(COC(=O)c1ccccc1SCC(=O)N1CCCC1)Nc1ccccc1C(F)(F)F
  -1.0, 6%, -16%, -0.3, 19%, -6, 1%, 0, 31*
O=C1c2ccccc2C2(c3ccccc3)NCCCN12 (stereo not given)
  0.3, 1%, -22%, 0.3, 18%, 3, 4%, -2, 9
CCn1cnc2cc(NS(=O)(=O)c3ccc(OC)c(OC)c3)ccc21
  -0.2, -17%, -7%, -0.3, 1%, 1, -1%, -1, 0
O=C(Nc1cccc(NC(=O)c2c(F)cccc2F)n1)c1c(F)cccc1F
  5.1, 9%, ?, 4.0, 6%[57.1 µM], 3, 6%[57.1 µM], -3, 16
Cc1ccc2cccc(S(=O)(=O)N3CCN(c4cccc(Cl)c4)CC3)c2n1
  0.4, -4%, -12%, -0.1, -4%[57.1 µM], -1, 1%[57.1 µM], 0, -5
CCOCC(=O)Nc1ccc(OCc2ccccc2)cc1
  -0.5, -2%, -11%, -0.3, 2%, 2, -5%, -7, 1
COCCNC(=O)CCC(=O)NNc1nc2ccccc2c2nc(C)nn12
  2.1&0.4, 2%&25%, -19%&1%, 0.3&-0.4, 5%&24%, -5&10, -3%&5%, -3&-1, -26
CCc1ccc2c(c1)cc(CN(C(=S)Nc1ccc(Cl)cc1)C1CC1)c1nnnn12
  -0.7, 3%, ?, -0.1, 14%, 2, -5%, -7, -10

Part of the list above in order of SMILES length, smallest number first.
Values run as follows: D2 agonist, IDH1 R132H inh, USP1 inh, TRHR ag, rTrxR1 inhibitor, TRHR enhancer, TrxR1 substrate, PI4K2A block, D2 antag
CCOCC(=O)Nc1ccc(OCc2ccccc2)cc1
  -0.5, -2%, -11%, -0.3, 2%, 2, -5%, -7, 1
O=C1c2ccccc2C2(c3ccccc3)NCCCN12 (stereo not given)
  0.3, 1%, -22%, 0.3, 18%, 3, 4%, -2, 9
O=C(CSc1nnnn1-c1ccccc1)NC(=O)Cc1ccccc1
  -0.9, 2%, -13%, 0.3, 15%, -2, 3%, 3, 19
COCCNC(=O)CCC(=O)NNc1nc2ccccc2c2nc(C)nn12
  2.1&0.4, 2%&25%, -19%&1%, 0.3&-0.4, 5%&24%, -5&10, -3%&5%, -3&-1, -26
CCn1cnc2cc(NS(=O)(=O)c3ccc(OC)c(OC)c3)ccc21
  -0.2, -17%, -7%, -0.3, 1%, 1, -1%, -1, 0
O=C(Nc1cccc(NC(=O)c2c(F)cccc2F)n1)c1c(F)cccc1F
  5.1, 9%, ?, 4.0, 6%[57.1 µM], 3, 6%[57.1 µM], -3, 16
Cc1ccc2cccc(S(=O)(=O)N3CCN(c4cccc(Cl)c4)CC3)c2n1
  0.4, -4%, -12%, -0.1, -4%[57.1 µM], -1, 1%[57.1 µM], 0, -5
COc1ccc(-c2cnc(SCC(=O)Nc3ccc4c(c3)OCO4)n2Cc2ccco2)cc1
  -1.3, 0%, -8%, -2.4, 12%[11.4 µM], 7, 8%[11.4 µM], -6, 1
